Source: PubChem
RBX1-CUL1 inh: inhibitors of human ROC1-CUL1 ubiquitin ligase activity. E3 ubiquitin-protein ligase RBX1 (Homo sapiens) + Cullin-1 (Homo sapiens), P62877+Q13616. AID 1347404, 2020. inhibition, % at 10 µM. 0.6% of 140,000 active. in vitro K48 di-Ub FRET, acceptor:donor ratio, 45 min; in the data active means inhibition above about 25%
Target sequence (P62877 whole entry, looked up): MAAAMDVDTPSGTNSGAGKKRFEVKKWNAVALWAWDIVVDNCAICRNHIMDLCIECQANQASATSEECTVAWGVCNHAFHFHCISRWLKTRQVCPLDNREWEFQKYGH
Target sequence (Q13616 whole entry, looked up): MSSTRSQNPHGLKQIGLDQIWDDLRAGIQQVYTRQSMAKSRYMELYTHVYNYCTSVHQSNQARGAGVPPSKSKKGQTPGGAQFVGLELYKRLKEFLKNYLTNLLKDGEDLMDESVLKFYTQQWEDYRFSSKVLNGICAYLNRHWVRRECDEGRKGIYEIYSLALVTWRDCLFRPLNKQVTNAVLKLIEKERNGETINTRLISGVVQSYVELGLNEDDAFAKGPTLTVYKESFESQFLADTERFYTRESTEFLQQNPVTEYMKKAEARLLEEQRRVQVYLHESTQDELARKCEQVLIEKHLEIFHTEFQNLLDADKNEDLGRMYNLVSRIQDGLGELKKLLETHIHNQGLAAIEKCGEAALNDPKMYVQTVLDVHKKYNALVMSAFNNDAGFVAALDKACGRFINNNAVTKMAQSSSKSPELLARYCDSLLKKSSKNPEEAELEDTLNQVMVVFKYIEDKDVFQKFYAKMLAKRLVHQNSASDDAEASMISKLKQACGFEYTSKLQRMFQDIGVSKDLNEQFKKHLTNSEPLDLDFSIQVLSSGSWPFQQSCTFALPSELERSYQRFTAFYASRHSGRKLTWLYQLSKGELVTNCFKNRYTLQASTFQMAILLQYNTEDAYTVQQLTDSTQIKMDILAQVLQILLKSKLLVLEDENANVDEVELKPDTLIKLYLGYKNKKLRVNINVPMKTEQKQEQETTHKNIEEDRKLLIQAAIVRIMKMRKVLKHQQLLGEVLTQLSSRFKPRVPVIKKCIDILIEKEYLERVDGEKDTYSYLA
* hit, by the source's call. This is a subset; count on the stated rates, not on these rows.

Results for O=C(Nc1ccc(Cl)cc1)C1CCN(c2nc3ccccc3n3cccc23)CC1 ?
RBX1-CUL1 inh: -1

Results for Cc1cccc(N2CCN(C(=O)C3CCN(Cc4nc(-c5ccc(Cl)cc5)oc4C)CC3)CC2)c1C ?
RBX1-CUL1 inh: 3

What do the screens show for `O=C1C(Cl)=C(N2CCN(S(=O)(=O)c3ccc(F)cc3)CC2)C(=O)c2ccccc21`?
RBX1-CUL1 inh: 64*

What do the screens show for `Cc1ccccc1CN1CCc2nc(N3CCN(c4ncccn4)CC3)ncc2C1`?
RBX1-CUL1 inh: -6

Results for CCN1C(=O)S/C(=C/c2ccc(-c3cc(C(=O)O)ccc3C)o2)C1=O ?
RBX1-CUL1 inh: 0

What do the screens show for `Cc1c(C(=O)O)cccc1-c1ccc(/C=C2\SC(=O)N(CC(=O)Nc3ccc(F)cc3)C2=O)o1`?
RBX1-CUL1 inh: 20

Results for COc1ccc(C(=O)N2C[C@H](O)[C@@H](N3CCSCC3)C2)cc1 ?
RBX1-CUL1 inh: 6

What do the screens show for `O=C(COc1cccc2ccccc12)NNC(=O)c1ccc(-c2ccccc2)cc1`?
RBX1-CUL1 inh: 12

Results for O=C(Oc1ccc(-c2ccccc2)cc1)N1CCOCC1 ?
RBX1-CUL1 inh: -1

How did CCOC(=O)CCNC1CCN(c2ccc(NC(=O)CCCCc3ccccc3)cc2)CC1 do in these assays?
RBX1-CUL1 inh: -8

Results for Cc1onc(-c2c(Cl)cccc2Cl)c1C(=O)N1CCN(c2ccccc2F)CC1 ?
RBX1-CUL1 inh: -5

What do the screens show for `O=C(CNC(=O)c1ccccc1F)NC1=NCCS1`?
RBX1-CUL1 inh: 2

What do the screens show for `O=C(Cn1ccn(-c2ccc(F)c(F)c2)c(=O)c1=O)NCCc1ccccc1`?
RBX1-CUL1 inh: -2

How did Cc1ccsc1/C=N/NC(=O)c1cc2c(ccc3ccccc32)o1 do in these assays?
RBX1-CUL1 inh: -4

Results for Cc1cn2c3c(=O)n(Cc4ccc(F)cc4)c(=O)n(C)c3nc2n1C ?
RBX1-CUL1 inh: -3

Results for O=C(Cn1cc(SCc2ccc(F)cc2)c2ccccc21)N1CCCCC1 ?
RBX1-CUL1 inh: 2

Results for CC(=O)NC1(C(=O)NC2CCCC2)CCCCC1 ?
RBX1-CUL1 inh: -8

How did CSC1=NC(C)=C(C(=O)OC(C)C)C(c2ccccc2OC(F)F)C1C#N (stereo not drawn) do in these assays?
RBX1-CUL1 inh: 2

How did CC1(C)CC(=O)C2C(=NC3=C(C(=O)CC(C)(C)C3)C2c2ccc(OCc3ccc(C(=O)O)cc3)c(Br)c2)C1 (stereo not drawn) do in these assays?
RBX1-CUL1 inh: 3

Results for O=C(c1coc(CN2CCN(Cc3ccccc3)CC2)n1)N1CCCCCCC1 ?
RBX1-CUL1 inh: 7

Results for Cc1ccc(CNC(=O)c2ccc3c(c2)N(Cc2cccc(C)c2)C(=O)CS3)cc1 ?
RBX1-CUL1 inh: 11

Results for CN1CCN(C(=O)CSc2nc3ccc(NC(=O)c4ccc(F)cc4)cc3s2)CC1 ?
RBX1-CUL1 inh: -3

How did Cc1ccc(OCC(O)CN2CCN(c3ccccc3F)CC2)cc1C (stereo not drawn) do in these assays?
RBX1-CUL1 inh: -10

How did Cn1nc(C(=O)N2CCN(c3ccc(Cl)cc3)CC2)c2c1-c1ccccc1S(=O)(=O)C2 do in these assays?
RBX1-CUL1 inh: 7

Results for CSCCOCCOc1cccc2c(OCCOCCSC)cccc12 ?
RBX1-CUL1 inh: 0

How did O=C1c2ccncc2C(=O)N1c1ccc(I)cc1 do in these assays?
RBX1-CUL1 inh: 2

Results for Cc1cccc(N2CCN(S(=O)(=O)c3cc(Br)cc4c3N(C(=O)C3CC3)CC4)CC2C)c1 (stereo not drawn) ?
RBX1-CUL1 inh: -12

Results for CCc1cccc(NS(=O)(=O)C2C(=O)NC(=O)N=C2C)c1 (stereo not drawn) ?
RBX1-CUL1 inh: 8

Results for COc1cc(OC)c(C(=O)Nc2ccc(C)c(C)c2)cc1OC ?
RBX1-CUL1 inh: -2

How did CC(C)c1ccccc1NC(=O)c1ccco1 do in these assays?
RBX1-CUL1 inh: 0

Grouped by structure: the entries above containing an aryl thioether with sulfur outside any ring.
Results for O=C(Cn1cc(SCc2ccc(F)cc2)c2ccccc21)N1CCCCC1 ?
RBX1-CUL1 inh: 2

Results for CN1CCN(C(=O)CSc2nc3ccc(NC(=O)c4ccc(F)cc4)cc3s2)CC1 ?
RBX1-CUL1 inh: -3

The listing continues:
How did CCOc1ccc(NC(=O)Cn2cc(C(=O)c3ccc(CC)cc3)c(=O)c3cc(OC)c(OC)cc32)cc1 do in these assays?
RBX1-CUL1 inh: -9

What do the screens show for `O=C(Cc1cccnc1)NCc1cccnc1Oc1ccc(F)cc1F`?
RBX1-CUL1 inh: -9

How did CSCC(=O)N1CCCC(CCC(=O)NCc2ccccc2F)C1 (stereo not drawn) do in these assays?
RBX1-CUL1 inh: -2

What do the screens show for `CCOc1ccccc1OCC(CN(C)C)c1ccccc1` (stereo not drawn)?
RBX1-CUL1 inh: 4

What do the screens show for `CCC(C)c1ccccc1OCC(=O)Nc1nonc1NC(=O)COc1ccccc1C(C)CC` (stereo not drawn)?
RBX1-CUL1 inh: 3

How did Cc1ccc(C(=O)NC(N(C)Cc2ccccc2)C(Cl)(Cl)Cl)cc1 (stereo not drawn) do in these assays?
RBX1-CUL1 inh: 11

How did Cc1ccc(C(C)C)c(OCCNC(=S)Nc2cccc3ccccc23)c1 do in these assays?
RBX1-CUL1 inh: -6

What do the screens show for `O=C(CCOc1ccccc1)N(Cc1cccnc1)c1nc2c(F)cccc2s1`?
RBX1-CUL1 inh: -9

Results for Cc1ccc(OCC(=O)Nc2ccc(OCc3cc(=O)n4cccc(C)c4n3)cc2)cc1C ?
RBX1-CUL1 inh: -2

What do the screens show for `Cc1sc(CN(C)C)cc1-c1ccccc1`?
RBX1-CUL1 inh: -2

What do the screens show for `COc1ccc(OC)c(S(=O)(=O)N2Cc3ccccc3CC2C(=O)Nc2ccc(Cl)cc2)c1` (stereo not drawn)?
RBX1-CUL1 inh: -10

What do the screens show for `Cc1cccc(Oc2coc3cc(OCC(=O)NC4CCCCC4)ccc3c2=O)c1`?
RBX1-CUL1 inh: 8

How did O=C(Oc1ccc2c(c1)OCO2)c1ccc(Cl)cc1Cl do in these assays?
RBX1-CUL1 inh: 1

Results for CCc1ccc2c(c1)C(=O)Cc1ccc(F)cc1S2 ?
RBX1-CUL1 inh: 12

How did Cc1c(Cl)cccc1N1C(=N)C(C#N)C(c2ccc(C(C)(C)C)s2)C2=C1CCCC2=O (stereo not drawn) do in these assays?
RBX1-CUL1 inh: -5

What do the screens show for `CN(C)S(=O)(=O)NCCN1CCCCC1`?
RBX1-CUL1 inh: -8

What do the screens show for `COc1cccc(-n2nnc(C(=O)N3CCCc4ccccc43)c2C)c1`?
RBX1-CUL1 inh: 9

Results for Cc1ccc(N=C2C(=O)N(Cc3ccccc3)C(=O)C2Cl)c(C)c1 (stereo not drawn) ?
RBX1-CUL1 inh: 0

What do the screens show for `CCOC(=O)c1c(NC(=O)c2nn(C34CC5CC(CC(C5)C3)C4)cc2[N+](=O)[O-])sc2c1CCC(CC)C2` (stereo not drawn)?
RBX1-CUL1 inh: 5

What do the screens show for `COc1cccc(CNC(=O)Cc2c(C)c3cc4c(C)coc4cc3oc2=O)c1`?
RBX1-CUL1 inh: 2

Results for Cc1ccccc1N(CC(=O)N(Cc1ccccc1)Cc1ccccc1)S(=O)(=O)c1ccccc1 ?
RBX1-CUL1 inh: 5

Results for COc1ccccc1N1CCN(c2nc(C(F)(F)F)cc(=O)[nH]2)CC1 ?
RBX1-CUL1 inh: -1

What do the screens show for `CCCCC(=O)Nc1ccccc1C(=O)OC`?
RBX1-CUL1 inh: -3

Results for Cc1ccc(C2C3C(=O)N(c4ccc(F)cc4)C(=O)C3N3C(c4ccc(C)cc4)C4C(=O)N(c5ccc(F)cc5)C(=O)C4N23)cc1 (stereo not drawn) ?
RBX1-CUL1 inh: -14

Results for Cc1cccc(CN2CCC(N3CCCC(C(=O)NC4CC4)C3)CC2)c1 (stereo not drawn) ?
RBX1-CUL1 inh: -2

What do the screens show for `COC(=O)c1cc(OC(C)=O)cc(OC(C)=O)c1`?
RBX1-CUL1 inh: -1

How did CN1CCN(C(=S)c2cn(CCOc3ccccc3Cl)c3ccccc23)CC1 do in these assays?
RBX1-CUL1 inh: -5

Results for O=C(C1CCC(=O)N(C2CCCC2)C1)N1CCCC1 (stereo not drawn) ?
RBX1-CUL1 inh: 10

What do the screens show for `O=c1[nH]c2cccc[n+]2c2ccccc12`?
RBX1-CUL1 inh: 8

How did COc1ccc(Cl)cc1/C=N/Nc1nc2ccccc2s1 do in these assays?
RBX1-CUL1 inh: 0

Results for Cc1cc(Cl)ccc1NC(=O)C1CCN(S(=O)(=O)N(C)C)CC1 ?
RBX1-CUL1 inh: 1

How did CCCc1ccc(C(=O)N2CCN(c3ncccn3)CC2)cc1 do in these assays?
RBX1-CUL1 inh: 18

How did O=C(CCCCCN1C(=O)c2ccccc2C1=O)Nc1nncs1 do in these assays?
RBX1-CUL1 inh: 4

Results for COc1ccccc1C(=O)Nc1ccc(N(C)C(C)=O)cc1 ?
RBX1-CUL1 inh: 2

How did COc1cc(/C=N/NC(=O)c2ccc(NC(=O)C3CC3)cc2)ccc1OC(C)=O do in these assays?
RBX1-CUL1 inh: 7

Results for O=C1OC(C(=O)Nc2ccc(Cl)c(C(F)(F)F)c2)Cc2ccccc21 (stereo not drawn) ?
RBX1-CUL1 inh: 2

Results for CCC(=O)c1c(OC(C)=O)ccc2c(C)cc(=O)oc12 ?
RBX1-CUL1 inh: 16

What do the screens show for `CCN(CC)C(=O)c1sc(NC(=O)/C=C/c2ccco2)c(C(=O)OC(C)C)c1C`?
RBX1-CUL1 inh: -3

What do the screens show for `CCCCc1nc(SCC(=O)Nc2ccc(S(N)(=O)=O)cc2)n[nH]1`?
RBX1-CUL1 inh: 1

What do the screens show for `O=C(NCc1ccco1)c1nn2c(C(F)(F)F)cc(-c3cc(Br)cs3)nc2c1Br`?
RBX1-CUL1 inh: -12

What do the screens show for `Oc1ccc(-c2nc3ccc(Cl)cn3c2Nc2ccc3c(c2)OCO3)cc1`?
RBX1-CUL1 inh: 5

Results for CC(C)CC(C(=O)O)N1Cc2ccc(C(=O)O)cc2C1=O (stereo not drawn) ?
RBX1-CUL1 inh: 2

What do the screens show for `COc1ccccc1N1C(=O)C2C3CC(c4ccccc4)C(C3)C2C1=O` (stereo not drawn)?
RBX1-CUL1 inh: -4

How did COC(=O)c1ccccc1NC(=O)Cn1c(=O)nc(-c2ccccc2)c2cc(Cl)ccc21 do in these assays?
RBX1-CUL1 inh: -2

What do the screens show for `CCSCCOC(=O)C1C(C)=NC2=C(C(=O)CC(c3ccc(OC)c(OC)c3)C2)C1c1ccccc1OCc1ccccc1` (stereo not drawn)?
RBX1-CUL1 inh: 2

What do the screens show for `COc1ccc(S(=O)(=O)NC(C)(C)C)cc1-c1nnc2c3ccccc3c(C)nn12`?
RBX1-CUL1 inh: -2

Results for COc1ccc(-c2c(C)c(-c3ccccc3)n(-c3ccccc3)c(=S)c2C(=O)c2ccccc2)cc1 ?
RBX1-CUL1 inh: -13

What do the screens show for `Cc1cccc(CN2CCC(C(=O)N3CCC(C)CC3)CC2)c1`?
RBX1-CUL1 inh: 5

Results for COc1ccc(S(=O)(=O)c2c(Nc3ccc(F)cc3)sc(C(=O)c3ccc(C)cc3C)c2N)cc1 ?
RBX1-CUL1 inh: -2

Results for CCN1C(=O)CC2(C[N+]3(C)CCC2CC3)C1=O (stereo not drawn) ?
RBX1-CUL1 inh: -8

What do the screens show for `CC(=O)Nc1ccc(N2CC(C(=O)Nc3ccccc3)CC2=O)cc1` (stereo not drawn)?
RBX1-CUL1 inh: -8

How did Cc1[nH]nc2c1C(c1ccc(F)c(Br)c1)C(C#N)C(=N)O2 (stereo not drawn) do in these assays?
RBX1-CUL1 inh: -1

Results for COc1ccc(OC)c(NC(=O)C2CCCN(S(=O)(=O)c3ccc4c(c3)CCCC(=O)N4)C2)c1 (stereo not drawn) ?
RBX1-CUL1 inh: -1

Results for COCCN(Cc1cnc(C)[nH]1)CC1CCCN(C2Cc3ccccc3C2)C1 (stereo not drawn) ?
RBX1-CUL1 inh: -7

6 structures out of the list, arranged by heavy-atom count, descending.
Results for COc1ccc(-c2c(C)c(-c3ccccc3)n(-c3ccccc3)c(=S)c2C(=O)c2ccccc2)cc1 ?
RBX1-CUL1 inh: -13

Results for COc1ccc(OC)c(NC(=O)C2CCCN(S(=O)(=O)c3ccc4c(c3)CCCC(=O)N4)C2)c1 (stereo not drawn) ?
RBX1-CUL1 inh: -1

What do the screens show for `COc1ccc(S(=O)(=O)NC(C)(C)C)cc1-c1nnc2c3ccccc3c(C)nn12`?
RBX1-CUL1 inh: -2

What do the screens show for `CC(=O)Nc1ccc(N2CC(C(=O)Nc3ccccc3)CC2=O)cc1` (stereo not drawn)?
RBX1-CUL1 inh: -8

What do the screens show for `Cc1cccc(CN2CCC(C(=O)N3CCC(C)CC3)CC2)c1`?
RBX1-CUL1 inh: 5

Results for CCN1C(=O)CC2(C[N+]3(C)CCC2CC3)C1=O (stereo not drawn) ?
RBX1-CUL1 inh: -8
